Hsp70 inhibitors: Hsp70 inhibitors, probe displacement, primary screen, biochemical, fluorescence polarization (AID 583); Hsp70 fluorescence polarization probe displacement, mP; higher % means a stronger effect; hit rate 0.06% among 140,000; displacement, % at 20 µM, or IC50 in µM where a hit was titrated; in the data active = displacement above about 50%;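 also: plate controls were vehicle for no effect and reference ligand for full effect; a part of the inactive calls stands beside numbers as strong as those of hits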
MKP-3 inhibition: inhibition of rat DUSP6 enzyme activity – biochemical, in vitro, primary screen (AID 425). recombinant MKP-3 phosphatase activity, fluorescence; higher % means a stronger effect. hit rate 0.17% among 110,000. one-dose inhibition, % at 20 µM; IC50 in µM for titrated hits; in the data active = inhibition above about 50%;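 also: plate controls were vehicle for no effect and reference inhibitor for full effect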
* marks the source's active call; other numbers are inactive results; / = not tested or not shown.

Hsp70 inhibitors	MKP-3 inhibition	SMILES
4.7%	4%	CCOC(=O)C1=C(C)Nc2ncnn2C1/C=C/c1ccccc1 (stereo not drawn)
-1.5%	0%	O=C(Nc1ccc(S(=O)(=O)N2CCCCC2)cc1)c1cccc([N+](=O)[O-])c1
1.2%	2%	Cc1ccc(C(=O)Oc2ccc(/C=C3\SC(=S)NC3=O)cc2)cc1
2.8%	-20%	O=C(c1ccc(Cl)s1)N1CCOCC1
2.3%	2%	COC(=O)C1=C(C)N(C)C(C)=C(C(=O)OC)C1c1ccccc1
2.4%	/	Cn1c(NCCCO)nc2ccccc21
7.5%	-2%	c1ccc(N2CCN(c3ncnc4sc5c(c34)CCC5)CC2)cc1
4.0%	-4%	Cc1csc(SCCn2c(N3CCN(c4ccccc4)CC3)nc3c2c(=O)[nH]c(=O)n3C)n1
3.0%	4%	COc1ccc(O)c(C(=O)CC(=O)c2ccc(F)cc2)c1
2.0%	-2%	CCC1=NN2C(=N)/C(=C/c3cccc(OCc4ccccc4F)c3)C(=O)N=C2S1
2.0%	10%	Nc1c(N2CCOCC2)cc(Nc2ccc(Cl)cc2)c2c1C(=O)c1ccccc1C2=O
-4.8%	4%	Cc1c(NC(=O)c2cccc(OCc3ccccc3)c2)cccc1-c1nc2ccccc2o1
1.9%	/	CCc1ccc(CNn2cnnc2SCC(=O)NC(C)(C)C)cc1
5.1%	-11%	CCOCc1nnc(NC(=O)CCc2ccccc2)s1
-2.7%	/	Cc1nnc(NC(=O)c2cccc(Br)c2)s1
-1.3%	4%	Cc1nc(C)c(C(=O)C2=C(O)C(=O)N(CCCn3ccnc3)C2c2ccc(Cl)cc2)s1 (stereo not drawn)
4.1%	1%	O=C(NC1CCCCCC1)c1ccccc1[N+](=O)[O-]
2.6%	1%	Oc1c(C(c2ccco2)N2CCC3(CC2)OCCO3)sc2ncnn12 (stereo not drawn)
0.4%	-8%	CC(C)(C)NC(=O)COC(=O)c1ccc(O)cc1
2.9%	-1%	COc1ccc(-c2noc(COc3cc(C)c(Cl)c(C)c3)n2)cc1
-4.4%	/	Cc1ccc2nc(N3CCN(S(=O)(=O)c4ccc5c(c4)OCCO5)CC3)c(C#N)cc2c1
-4.0%	3%	O=C(Cc1ccccc1)NC(NC(=S)Nc1ccccc1Br)C(Cl)(Cl)Cl (stereo not drawn)
-2.7%	2%	COc1cccc(N2C(=O)NC(=O)/C(=C/c3ccoc3)C2=O)c1
-2.9%	/	O=C(CSCc1c(Cl)cccc1Cl)NCc1ccco1
2.0%	/	Cc1ccc(NC(=O)COc2ccccc2CNC(C)(C)CC(C)(C)C)cc1
-5.3%	-7%	Cn1c(SCC(=O)NCC2CCCO2)nnc1-c1ccc(S(=O)(=O)N2CCCC2)cc1 (stereo not drawn)
0.8%	-10%	COC(=O)c1cccc(S(=O)(=O)N2CCC(C)CC2)c1
5.7%	/	Cc1ccccc1NC(=O)c1ccc2c(c1)C(=O)N(CCC(C)C)C2=O
3.0%	-6%	CCOC(=O)C(CCCOc1cccc(OC)c1)C(=O)OCC
-1.6%	-6%	CCOC(=O)C1CCN(S(=O)(=O)Cc2ccccc2)CC1

Compound profiles, as listed above. Values in the order: Hsp70 inhibitors | MKP-3 inhibition
CC(C)(C)NC(=O)COC(=O)c1ccc(O)cc1 across the screens: 0.4% | -8%
CCOC(=O)C(CCCOc1cccc(OC)c1)C(=O)OCC across the screens: 3.0% | -6%

Rewritten field by field: entries from further up
CCc1ccc(CNn2cnnc2SCC(=O)NC(C)(C)C)cc1
  Hsp70 inhibitors = 1.9%	MKP-3 inhibition = /
COc1cccc(N2C(=O)NC(=O)/C(=C/c3ccoc3)C2=O)c1
  Hsp70 inhibitors = -2.7%	MKP-3 inhibition = 2%
Cc1c(NC(=O)c2cccc(OCc3ccccc3)c2)cccc1-c1nc2ccccc2o1
  Hsp70 inhibitors = -4.8%	MKP-3 inhibition = 4%
Cn1c(SCC(=O)NCC2CCCO2)nnc1-c1ccc(S(=O)(=O)N2CCCC2)cc1 (stereo not drawn)
  Hsp70 inhibitors = -5.3%	MKP-3 inhibition = -7%

Returning to the listing, repeating the 2 entries before the break.
Hsp70 inhibitors	MKP-3 inhibition	SMILES
3.0%	-6%	CCOC(=O)C(CCCOc1cccc(OC)c1)C(=O)OCC
-1.6%	-6%	CCOC(=O)C1CCN(S(=O)(=O)Cc2ccccc2)CC1
-2.8%	4%	COc1cccc2cc(C(=O)Nc3ccc(I)cc3)c(=O)oc12
-0.1%	-10%	CC1(C)CC(=O)C(C=NCc2cccnc2)=C(O)C1
3.0%	/	[O-]/C(=C(\C(=S)Nc1cccc2ccccc12)[n+]1ccccc1)c1ccc2c(c1)OCCO2
4.7%	0%	Cc1ccccc1OCC(=O)OC(C)CN1CCN(C)CC1 (stereo not drawn)
8.2%	-5%	Cc1cc(/C=C2\C(=O)NC(=O)N(c3ccc4c(c3)OCO4)C2=O)c(C)n1-c1ccccc1
1.6%	-2%	COC(=O)c1ccc(S(=O)(=O)N2C3CCC2CC(NC(=O)NC2CCCCC2)C3)cc1 (stereo not drawn)
-0.2%	0%	NNC(=O)C1CCC(c2ccccc2)CC1 (stereo not drawn)
-0.2%	-5%	Cc1ccc2nc(NC(=O)C3CC(O)CN3C(=O)OC(C)(C)C)sc2c1 (stereo not drawn)
3.7%	-6%	Clc1ccc2nc(N3CCCCC3)sc2c1
0.1%	-1%	O=C(CSc1nc2ccccc2[nH]1)Nc1cc(Cl)ccc1Cl
-5.5%	/	O=C(Nc1ccc(N2CCOCC2)cc1)c1cccc(S(=O)(=O)N2CCC(Cc3ccccc3)CC2)c1
-2.5%	/	COc1ccc(C(=O)Nc2ccc(Cl)cc2C(=O)NCCN2CCOCC2)cc1
3.3%	0%	CCOc1ccc2ccccc2c1/C=N/N1C(=O)C2C(C1=O)C1C=CC2C12CC2 (stereo not drawn)
5.0%	/	COc1ccc(-n2c(C)nc3cc(C(=O)NCCN4CCOCC4)ccc32)cc1
13%	/	CCOC(=O)C1=C(O)C(Nc2nc3ccccc3s2)(C(F)(F)F)N=C1C (stereo not drawn)
-4.0%	-13%	C=CCSc1nsc(N)n1
0.2%	4%	COc1ccc(-c2cc(C(F)(F)F)nc(SCC(=O)NCc3ccco3)n2)cc1OC
-1.5%	-10%	COC(=O)c1[nH]c2c(c1C)C(=O)CC(c1cc(OC)ccc1OC)C2 (stereo not drawn)
-4.3%	4%	CCCOc1ccc(C(=O)Nc2ccc(I)cc2Cl)cc1
3.7%	-11%	CC(C)COc1ccc(/C(O)=C2/C(=O)C(=O)N(CCN(C)C)C2c2ccncc2)cc1 (stereo not drawn)
-0.1%	1%	O=C1N/C(=N/N=C/c2ccccc2)SC1Cc1ccc(Cl)cc1Cl (stereo not drawn)
-4.7%	-10%	CC(C)(C)NC(=O)CSc1nsc(SCC(=O)NC(C)(C)C)c1C#N
1.3%	/	CCC(=O)N1CCCn2c1nc1ccccc12
5.7%	1%	CCOC(=O)c1cc2sc(C)cc2n1CC(=O)N1CCc2ccccc21
/	-5%	COc1ccc(Cl)c(Cn2c(NCc3ccco3)nc3c2c(=O)n(C)c(=O)n3C)c1
1.7%	3%	Cc1cc(C(=O)N2CCN(C(=O)C3CCCO3)CC2)no1 (stereo not drawn)
-6.6%	4%	O=C(Nc1ccccc1C(F)(F)F)C1CCCC1
-2.0%	-13%	COc1ccc(-c2ncncc2-c2csc(C)n2)c(O)c1
-1.6%	2%	CCOC(=O)c1[nH]c(C)c(CN(CCc2ccccc2)S(C)(=O)=O)c1C
9.7%	0%	CC(=O)OC(C(=O)n1nc(C)cc1C)c1ccccc1 (stereo not drawn)

3 of the compounds above, in markdown:
| Molecule | Hsp70 inhibitors | MKP-3 inhibition |
| --- | --- | --- |
| O=C(CSc1nc2ccccc2[nH]1)Nc1cc(Cl)ccc1Cl | 0.1% | -1% |
| NNC(=O)C1CCC(c2ccccc2)CC1 (stereo not drawn) | -0.2% | 0% |
| COc1ccc(-n2c(C)nc3cc(C(=O)NCCN4CCOCC4)ccc32)cc1 | 5.0% | / |

New compounds follow.
Hsp70 inhibitors	MKP-3 inhibition	SMILES
0.2%	2%	Cc1cccc(N2C(=O)C(Cl)=C(Nc3ccc(F)cc3)C2=O)c1C
-2.8%	10%	Cc1ccc(C(=O)NC(=S)Nc2ccc3oc(-c4ccccc4)nc3c2)cc1
-5.0%	/	COc1ccccc1Nc1ncccc1C(=O)NCc1ccccc1
1.3%	3%	O=C(CN1CCOCC1)Nc1ccc(-c2nc3cc(NC(=O)CN4CCOCC4)ccc3o2)cc1
-2.5%	-6%	O=C(OCc1cccc2ccccc12)c1ccc2c(=O)[nH]c(CN3CCOCC3)nc2c1
-0.3%	5%	CCOC(=O)c1cc(=O)c2c(F)c(F)c(F)c(F)c2o1
0.7%	2%	O=C1C(=Cc2ccc(Oc3ccc([N+](=O)[O-])cn3)cc2)C(=O)c2ccccc21
-5.1%	3%	C=CCOc1ccc(/C=C2\C(=O)NC(C)=C2C(=O)OC)cc1OC
6.4%	-2%	O=C(COc1cccc2ccccc12)Nc1ccncc1
4.1%	0%	COc1ccc(C)cc1NCc1ccc(OC)c(C)c1OC
0.8%	0%	Cc1cccc(OCc2nnc(NC(=O)Nc3ccccc3)s2)c1
3.5%	/	Cn1nc(C(=O)NC2=NCCS2)ccc1=O
0.5%	/	COc1ccccc1-c1nn2c(=O)cc(C)nc2s1
3.7%	-9%	CCOC(=O)CNC(=O)Nc1nnc(-c2ccc(OCC)cc2)o1
-2.3%	-6%	CC1(C)CC(=O)c2cnc(NC(=O)c3ccco3)nc2C1
-1.1%	/	COC(=O)C(C(=O)OC)c1ccccc1[N+](=O)[O-]
-2.0%	4%	O=C(Nc1ccc(NC(=O)c2ccc3ccccc3c2)cc1)c1ccccc1
2.2%	-5%	CCCCC(=O)Nc1cccc(-c2nc3ncccc3o2)c1
-1.4%	1%	CCCCNCCCCOc1ccc(C)cc1
9.0%	/	Cc1cc(C)cc(Oc2nc(-c3ccccc3)cc(C)c2S(C)(=O)=O)c1
0.2%	2%	Cc1ccccc1-n1c(C)cc(/C=N/NC(=O)c2ccc(CN3CCOCC3)cc2)c1C
-5.5%	4%	CC(=O)Nc1ccc(C(=O)Nc2ccc(Br)cc2)cc1
-4.4%	5%	Cc1ccc(OCC(=O)NCc2ccc3c(c2)OCO3)c(Br)c1
2.6%	-6%	COc1ccc(/C=C/C(=O)Nc2cccc(C(F)(F)F)c2)cc1Br
3.2%	-3%	COc1cccc(-c2nn(C)c3sc(C(=O)N4CCOCC4)cc23)c1
3.4%	-2%	COc1ccc(NC(=O)CCNC(=O)Cn2ccc3ccccc3c2=O)c(OC)c1
6.8%	/	CCn1c(SCC(=O)c2ccc(OC)cc2)nnc1C1CC1
-3.6%	/	O=S(=O)(NCC1CCCO1)c1ccc(S(=O)(=O)N(Cc2ccccc2F)C2CCCCC2)cc1 (stereo not drawn)
2.8%	4%	O=S(=O)(N/N=C/c1cccs1)c1ccc(Cl)cc1
-1.9%	0%	Cn1c2ccccc2c2nnc(SCN3C(=O)c4ccccc4C3=O)nc21
-6.4%	-11%	CC(C)(C)c1ccc(OCC(=O)N2CCN(C=O)CC2)cc1
-3.3%	-16%	Cc1cccc(NC(=O)c2ccccc2C(=O)O)c1
-0.3%	-5%	Cc1cc(NC(=O)CCC(=O)N(C2CC2)C2(C(=O)NC3CCCC3)CCC(C)CC2)no1 (stereo not drawn)
9.6%	0%	Cc1ccc(CS(=O)(=O)CCC(=O)NCC2CCCO2)cc1 (stereo not drawn)
-3.7%	-12%	CCOC(=O)CNC(=O)CSc1nc(C)cc(C)c1C#N
5.2%	2%	CN(C)C(=O)c1ccc(COc2ccccc2Br)o1
3.4%	-6%	O=C(c1ccccc1)N1CCCCC(Sc2nnnn2-c2ccccc2)C1=O (stereo not drawn)
3.1%	2%	CC1CN(Cc2nc3c(c(=O)n(C)c(=O)n3C)n2Cc2ccc(Cl)cc2)CC(C)O1 (stereo not drawn)
-1.6%	4%	COc1ccc(CCN2C(=O)CC(Cc3ccccc3)C2=O)cc1OC (stereo not drawn)
5.0%	-4%	CSCCOC(=O)c1[nH]c2c(c1C)C(=O)CC(c1ccco1)C2 (stereo not drawn)
-5.2%	-6%	COc1ccc(N(CC(=O)N2CCc3ccccc3C2)S(=O)(=O)c2c(C)[nH]c(=O)[nH]c2=O)cc1
95%	0%	COc1ccc(N2C(=O)c3cccc4c(N5CCNCC5)ccc(c34)C2=O)cc1
0.9%	-2%	COc1ccc(C2NC(=S)NC(C)=C2C(=O)OCCOc2ccccc2)cc1 (stereo not drawn)
-2.2%	3%	Cc1ccc(C(=O)Nc2ccc(I)cc2)o1
11%	-5%	COc1nc(OC)nc(N2CCC(C(=O)Nc3cccc4ccccc34)CC2)n1
-3.8%	-6%	CN(C)CCCOC(=O)c1ccc(Br)cc1
-4.4%	-1%	C=CCNC(=O)C1CCN(c2nc(C)cc(-c3ccccc3)n2)CC1
-2.7%	0%	CCc1ccccc1N1C(=O)/C(=C/c2cc(C)n(-c3cccnc3)c2C)C(=O)NC1=S
-3.1%	-12%	O=C1c2ccccc2S(=O)(=O)N1Cc1cc(=O)n2ccsc2n1
0.8%	/	CC(C)c1nc2sc3c(NCc4ccccc4)ncnc3c2c2c1COC(C)(C)C2
2.3%	-3%	CCOC(=O)C(=CNc1cc(C)ccc1O)C(=O)OCC
-2.3%	4%	CCOc1ccccc1OCCCCNC(C)(C)C
-6.4%	-14%	CCCCc1ccc(S(=O)(=O)Nc2cc(C)on2)cc1
-5.0%	1%	Cc1cccc(C)c1OCCN1CCCC1
0.0%	/	NC(=O)c1ccccc1NC(=O)/C=C/C(=O)O
-1.9%	/	Cc1cccc2c(=O)c(C(=O)NCc3cccs3)c[nH]c12
1.6%	2%	OCCCNCc1cccc2ccccc12

Screens from PubChem BioAssay.

Not all compounds are listed (hit frequency here may not be typical).
